Source: PubChem BioAssay
TcdB inh: inhibitors of Clostridioides difficile toxin B glycohydrolase. 350,000 compounds, 0.24% hits. TcdB glycohydrolase enzymatic assay, plate reader. P18177. inhibition, % at 9.99 µM; in the data active = inhibition above about 10%
Target sequence (P18177 whole entry, looked up): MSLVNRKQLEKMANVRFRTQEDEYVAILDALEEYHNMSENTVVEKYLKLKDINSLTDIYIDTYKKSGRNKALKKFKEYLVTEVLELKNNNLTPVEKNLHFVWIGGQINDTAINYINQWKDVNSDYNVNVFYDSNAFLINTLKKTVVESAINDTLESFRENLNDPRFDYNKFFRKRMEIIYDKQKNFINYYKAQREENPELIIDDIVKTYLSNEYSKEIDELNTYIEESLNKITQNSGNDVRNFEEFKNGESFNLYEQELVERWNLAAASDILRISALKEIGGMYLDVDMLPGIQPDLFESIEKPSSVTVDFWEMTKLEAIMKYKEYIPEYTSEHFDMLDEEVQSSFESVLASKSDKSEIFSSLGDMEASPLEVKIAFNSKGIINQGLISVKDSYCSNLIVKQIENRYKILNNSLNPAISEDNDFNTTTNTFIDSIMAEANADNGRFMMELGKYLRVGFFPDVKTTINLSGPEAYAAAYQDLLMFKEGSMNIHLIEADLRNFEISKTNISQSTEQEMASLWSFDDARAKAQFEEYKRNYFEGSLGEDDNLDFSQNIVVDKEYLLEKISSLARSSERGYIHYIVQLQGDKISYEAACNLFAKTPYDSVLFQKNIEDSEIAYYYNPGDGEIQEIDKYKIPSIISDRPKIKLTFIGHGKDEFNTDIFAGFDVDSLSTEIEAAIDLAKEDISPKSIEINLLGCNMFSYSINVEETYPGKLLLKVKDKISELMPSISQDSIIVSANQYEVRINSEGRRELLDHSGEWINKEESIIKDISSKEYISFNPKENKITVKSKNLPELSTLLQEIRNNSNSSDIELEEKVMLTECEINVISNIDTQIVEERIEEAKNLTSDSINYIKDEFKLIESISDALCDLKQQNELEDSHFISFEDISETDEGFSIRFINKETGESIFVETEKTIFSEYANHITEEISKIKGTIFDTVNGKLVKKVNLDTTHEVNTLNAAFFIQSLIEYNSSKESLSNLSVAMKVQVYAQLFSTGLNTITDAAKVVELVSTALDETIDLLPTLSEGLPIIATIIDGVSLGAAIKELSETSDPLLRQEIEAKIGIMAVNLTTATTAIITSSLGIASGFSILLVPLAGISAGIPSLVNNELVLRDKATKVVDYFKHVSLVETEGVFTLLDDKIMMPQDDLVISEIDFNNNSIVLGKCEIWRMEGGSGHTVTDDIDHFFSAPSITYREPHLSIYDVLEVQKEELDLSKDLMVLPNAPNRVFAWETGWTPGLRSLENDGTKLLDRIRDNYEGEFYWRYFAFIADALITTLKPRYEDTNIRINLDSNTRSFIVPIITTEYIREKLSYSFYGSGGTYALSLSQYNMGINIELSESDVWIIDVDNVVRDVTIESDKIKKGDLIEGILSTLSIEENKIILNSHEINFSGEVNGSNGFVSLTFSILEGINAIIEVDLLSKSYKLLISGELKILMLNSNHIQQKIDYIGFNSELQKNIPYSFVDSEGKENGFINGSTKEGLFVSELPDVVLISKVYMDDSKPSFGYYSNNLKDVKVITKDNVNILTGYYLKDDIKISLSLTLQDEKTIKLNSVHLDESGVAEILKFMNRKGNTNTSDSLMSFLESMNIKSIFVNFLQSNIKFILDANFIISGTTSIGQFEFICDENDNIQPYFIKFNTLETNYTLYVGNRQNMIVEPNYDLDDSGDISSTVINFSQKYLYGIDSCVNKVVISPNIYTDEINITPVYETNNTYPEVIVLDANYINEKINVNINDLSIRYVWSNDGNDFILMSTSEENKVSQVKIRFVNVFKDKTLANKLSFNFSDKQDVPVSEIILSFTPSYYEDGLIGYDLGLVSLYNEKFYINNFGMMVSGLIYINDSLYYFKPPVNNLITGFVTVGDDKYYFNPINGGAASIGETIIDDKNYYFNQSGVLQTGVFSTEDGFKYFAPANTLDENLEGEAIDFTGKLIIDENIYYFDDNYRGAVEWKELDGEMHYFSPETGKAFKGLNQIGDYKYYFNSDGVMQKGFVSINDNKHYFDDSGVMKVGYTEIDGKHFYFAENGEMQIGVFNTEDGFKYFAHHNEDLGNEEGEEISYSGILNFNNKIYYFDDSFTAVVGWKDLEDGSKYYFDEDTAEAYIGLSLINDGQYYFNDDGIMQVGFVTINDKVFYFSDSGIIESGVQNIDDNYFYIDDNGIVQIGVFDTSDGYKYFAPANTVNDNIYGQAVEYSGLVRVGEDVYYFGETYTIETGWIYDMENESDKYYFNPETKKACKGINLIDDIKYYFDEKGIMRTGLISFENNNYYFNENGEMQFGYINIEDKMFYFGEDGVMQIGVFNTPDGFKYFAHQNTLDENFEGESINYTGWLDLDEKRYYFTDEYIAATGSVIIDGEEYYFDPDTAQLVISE
* marks the source's active call; other numbers are inactive results. Not all compounds are listed; the hit share may differ from the screen's.

SMILES | TcdB inh
CCCN1C[C@H](C)[C@H](OC)CN(C)C(=O)c2cc(NC(=O)Nc3c(C)noc3C)ccc2OC[C@H]1C | -0.8
C[C@H]1CN([C@@H](C)CO)S(=O)(=O)c2ccc(C#CCN(C)C)cc2O[C@H]1CN(C)Cc1cccnc1 | 0.5
CCCC#Cc1ccc2c(c1)O[C@H](CN(C)Cc1cccnc1)[C@@H](C)CN([C@@H](C)CO)S2(=O)=O | -0.4
CCCC#Cc1ccc2c(c1)O[C@@H](CN(C)C(C)=O)[C@H](C)CN([C@H](C)CO)S2(=O)=O | 0.3
COC(=O)C[C@@H]1CC[C@H]2[C@@H](COC[C@H](O)CN2S(=O)(=O)c2cn(C)cn2)O1 | 0.3
CCC(=O)N[C@@H]1CC[C@@H](CC(=O)NCc2ccccc2OC)O[C@H]1CO | -0.8
CN(C)C(=O)[C@@H]1[C@@H](CO)[C@@H]2Cn3c(ccc(/C=C/c4ccccc4)c3=O)[C@@H]2N1CC1CC1 | -0.8
O=C(C[C@H]1CC[C@H]2[C@@H](COC[C@H](O)CN2S(=O)(=O)c2ccccc2)O1)NCCN1CCCC1 | -0.5
C[C@@H]1CN([C@H](C)CO)C(=O)c2cc(/C=C/c3ccccc3)cnc2O[C@@H]1CN(C)Cc1ccccc1F | -0.2
CCC(=O)N1CC(=O)N2[C@H](C1)[C@@H](c1ccc(C#CC3CCCC3)cc1)[C@@H]2CO | -1.3
CN1CCN(C(=O)C[C@@H]2CC[C@H]3[C@H](COc4ccc(NC(=O)C5CCOCC5)cc4C(=O)N3C)O2)CC1 | -1.8
CO[C@@H]1CN(C)C(=O)c2ccc(NC(=O)Nc3cccc(F)c3)cc2OC[C@@H](C)N(C(=O)Nc2cccc(F)c2)C[C@H]1C | -1.2
C[C@@H]1CN([C@H](C)CO)C(=O)c2cc(NC(=O)Nc3ccc4c(c3)OCO4)ccc2O[C@H]1CN(C)C(=O)Nc1cccc2ccccc12 | -0.4
COCC(=O)Nc1ccc2c(c1)C(=O)N(C)C[C@H](OC)[C@H](C)CN(C(=O)c1ccccc1F)[C@@H](C)CO2 | 0.2
C[C@@H]1CN([C@H](C)CO)C(=O)c2cc(-c3cncnc3)cnc2O[C@@H]1CN(C)C(=O)c1ccccc1F | -1.0
CNC[C@H]1Oc2c(NS(=O)(=O)c3cccs3)cccc2C(=O)N([C@H](C)CO)C[C@H]1C | 0.7
C[C@H]1CN([C@@H](C)CO)C(=O)c2cccc(NC(=O)CCCCCC(=O)Nc3ccccc3N)c2O[C@@H]1CN(C)C(=O)Nc1ccc(C(F)(F)F)cc1 | -0.4
Cc1noc(C)c1NC(=O)N(C)C[C@@H]1Oc2ccc(NC(=O)CCN3CCOCC3)cc2CC(=O)N([C@@H](C)CO)C[C@H]1C | -7.7
CCO[C@H]1OC(C(=O)N2CCCC2)=C[C@@H](c2ccc(Br)cc2)[C@@H]1CCCO | -0.4
C[C@H]1CN([C@@H](C)CO)C(=O)c2cccc(NS(=O)(=O)c3cn(C)cn3)c2O[C@@H]1CN(C)Cc1ccc(-c2ccccc2)cc1 | -0.4
C[C@@H]1CN([C@H](C)CO)C(=O)Cc2cc(NC(=O)NC3CCCCC3)ccc2O[C@H]1CN(C)C(=O)Nc1ccc2c(c1)OCO2 | 0.4
O=C(C[C@@H]1CC[C@H]2[C@@H](COC[C@@H](O)CN2C(=O)c2cccnc2)O1)NCc1ccc(-c2ccccc2)cc1 | -0.9
C[C@@H]1CN([C@@H](C)CO)C(=O)Cc2cc(NC(=O)Cc3ccccc3)ccc2O[C@H]1CN(C)S(=O)(=O)c1ccccc1 | -0.7
COc1ccc2c3c(n(C)c2c1)[C@H](CO)N(C(=O)CN1CCOCC1)CC31CCN(C(=O)Nc2cccc(F)c2)CC1 | -1.8
C[C@@H]1CN([C@H](C)CO)C(=O)Cc2cc(N(C)C)ccc2O[C@@H]1CN(C)C(=O)Nc1ccc(C(F)(F)F)cc1 | -3.1
Next records follow:
SMILES | TcdB inh
COc1ccccc1NC(=O)N1CCCCN2[C@H](CO)[C@H](c3ccc(-c4ccccc4)cc3)[C@H]2C1 | -1.3
CCC(=O)N1[C@@H]2Cn3c(ccc(C4=CCCC4)c3=O)[C@H]1[C@@H](C(=O)N[C@H](C)c1ccccc1)[C@@H]2CO | 1.2
Cc1noc(C)c1S(=O)(=O)Nc1cccc2c1O[C@H](CN(C)C(=O)Nc1ccccc1)[C@H](C)CN([C@@H](C)CO)C2=O | 0.9
C[C@@H]1CN([C@H](C)CO)S(=O)(=O)c2ccc(-c3ccc(F)cc3)cc2O[C@@H]1CN(C)C(=O)C1CCOCC1 | 1.5
COc1ccc(S(=O)(=O)Nc2ccc3c(c2)C(=O)N([C@@H](C)CO)C[C@H](C)[C@@H](CN(C)S(=O)(=O)c2ccc(F)cc2)OCCCC[C@H](C)O3)cc1 | -1.3
O=C(C[C@H]1CC[C@H]2[C@@H](COC[C@H](O)CN2S(=O)(=O)c2ccc(Cl)cc2)O1)N[C@H]1CCN(Cc2ccccc2)C1 | -0.6
C[C@H](CO)N1C[C@H](C)[C@@H](CN(C)S(=O)(=O)c2ccc(F)cc2)Oc2cc(C#Cc3ccncc3)ccc2S1(=O)=O | -1.4
COc1ccccc1-c1cnc2c(c1)C(=O)N([C@H](C)CO)C[C@H](C)[C@@H](CN(C)CC1CCOCC1)O2 | 1.5
COCC(=O)N(C)C[C@H]1Oc2cc(C#CC(C)C)ccc2S(=O)(=O)N([C@H](C)CO)C[C@@H]1C | 0.3
CCCC(=O)Nc1ccc2c(c1)C(=O)N(C)[C@@H]1CC[C@H](CC(=O)NCC3CC3)O[C@@H]1CO2 | -0.2
COc1ccccc1-c1cnc2c(c1)C(=O)N([C@H](C)CO)C[C@@H](C)[C@@H](CN(C)Cc1ccncc1)O2 | 0.0
N#Cc1cccc(-c2ccc3c(c2)[C@H]2[C@H](CCN2C(=O)C2CCCCC2)[C@@H](CO)N3)c1 | 0.1
COc1ccc2c3c([nH]c2c1)[C@H](CO)NCC31CN(S(=O)(=O)c2cccs2)C1 | -0.8
C/C=C/c1ccc([C@H]2[C@@H](CO)N(C(=O)C3CCC3)C23CN(C(=O)NC(C)C)C3)cc1 | -0.7
CCCNC(=O)N(C)C[C@H]1Oc2cc(-c3ccc(C)cc3)ccc2S(=O)(=O)N([C@H](C)CO)C[C@H]1C | 0.0
CC(C)NC(=O)N(C)C[C@@H]1Oc2ccc(NS(C)(=O)=O)cc2C(=O)N([C@H](C)CO)C[C@@H]1C | 0.3
CO[C@@H]1CN(C)C(=O)c2ccc(NS(=O)(=O)c3cn(C)cn3)cc2OC[C@H](C)N(CCC(F)(F)F)C[C@H]1C | 0.2
C[C@H](CO)N1C[C@H](C)[C@H](CN(C)S(=O)(=O)c2cn(C)cn2)Oc2c(NS(=O)(=O)c3ccccc3)cccc2C1=O | -0.1
O=C(NC1Cc2ccccc2C1)[C@@H]1[C@@H](CO)[C@@H]2Cn3c(cccc3=O)[C@@H]2N1C(=O)c1ccccn1 | -0.2
C[C@@H]1CN([C@@H](C)CO)C(=O)c2ccccc2-c2ccccc2CO[C@H]1CN(C)C(=O)C1CC1 | 0.0
COc1ccc(C(=O)Nc2ccc3c(c2)C(=O)N(C)C[C@H](OC)[C@H](C)CN[C@@H](C)CO3)cc1 | 1.0
COc1ccc2c3c([nH]c2c1)[C@@H](CO)N(C(=O)C1CC1)CC31CN(C(=O)c2ccncc2)C1 | 0.8
CCCNC(=O)N1CC2(CN(S(=O)(=O)c3ccc(OC)cc3)C2)c2c(n(C)c3cc(OC)ccc23)[C@H]1CO | 0.0
C[C@@H]1CN([C@@H](C)CO)C(=O)c2cc(NC(=O)NC3CCCCC3)ccc2O[C@@H](C)CCCCO[C@H]1CN(C)C(=O)CCCN(C)C | -1.1
C[C@@H]1CCCCO[C@@H](CN(C)Cc2ccc(C(F)(F)F)cc2)[C@H](C)CN([C@@H](C)CO)C(=O)c2cc(NS(=O)(=O)c3cn(C)cn3)ccc2O1 | 0.3
Later entries.
SMILES | TcdB inh
C[C@@H]1CN([C@@H](C)CO)S(=O)(=O)c2ccc(C#CC(C)(C)O)cc2O[C@@H]1CN(C)C(=O)C1CCCCC1 | 0.5
COc1ccc(S(=O)(=O)N(C)C[C@@H]2Oc3c(NS(=O)(=O)c4cccs4)cccc3C(=O)N([C@H](C)CO)C[C@@H]2C)cc1 | -1.2
O=C(C[C@H]1CC[C@H]2[C@@H](COC[C@@H](O)CN2Cc2nccs2)O1)NCc1ccccc1Cl | -1.4
Cc1ccc(S(=O)(=O)N(C)C[C@@H]2Oc3ccc(NC(=O)CCCCCC(=O)Nc4ccccc4N)cc3C(=O)N([C@@H](C)CO)C[C@@H]2C)cc1 | -1.3
N#Cc1ccc(-c2ccc([C@@H]3[C@@H](CO)N4C(=O)CNC[C@H]34)cc2)cc1 | -0.3
Cc1noc(C)c1NC(=O)N(C)C[C@@H]1OCc2ccccc2-c2c(n(C)c3ccccc23)C(=O)N([C@@H](C)CO)C[C@@H]1C | 0.4
C[C@H](CO)N1C[C@H](C)[C@@H](CN(C)S(=O)(=O)c2cn(C)cn2)Oc2ccc(NC(=O)Nc3cccc4ccccc34)cc2CC1=O | 0.1
COc1ccccc1S(=O)(=O)N1CC[C@@H]2[C@@H](CO)N(C)c3ccc(-c4ccc(F)cc4)cc3[C@@H]21 | -0.3
CC(C)[C@@H]1COCc2cn(nn2)CC[C@H](C)C(=O)N1 | -3.8
Cc1ccc(S(=O)(=O)N[C@H]2CC[C@H](CCNC(=O)c3ccccc3F)O[C@@H]2CO)cc1 | -0.4
COc1cccc(-c2cn(CC[C@@H]3CC[C@@H](NC(=O)CN(C)C)[C@H](CO)O3)nn2)c1 | -0.3
CCCNC(=O)N[C@H]1CC[C@@H](CC(=O)NC2CCC2)O[C@H]1CO | -0.3
CO[C@H]1CN(C)C(=O)c2cc(NS(=O)(=O)CC(F)(F)F)ccc2OC[C@@H](C)N(Cc2cccnc2)C[C@@H]1C | -5.5
CC(C)C#Cc1ccc([C@H]2[C@@H](C#N)N(C(=O)C3CCC3)[C@H]2CO)cc1 | 0.7
COc1ccccc1CNC(=O)C[C@H]1C=C[C@@H](NC(=O)CC2CC2)[C@@H](CO)O1 | 0.3
NCC[C@H]1CC[C@H](NC(=O)NC2CCCCC2)[C@H](CO)O1 | 0.3
CO[C@@H]1CN(C)C(=O)c2ccc(NS(C)(=O)=O)cc2OC[C@@H](C)N(CC2CC2)C[C@@H]1C | -0.3
C[C@@H]1CCCCO[C@H](CN(C)C(=O)C2CCCCC2)[C@@H](C)CN([C@@H](C)CO)C(=O)c2cc(NC(=O)Cc3ccccc3)ccc2O1 | 0.6
C[C@H](NC(=O)[C@H]1[C@H](CO)[C@H]2Cn3c(ccc(/C=C/c4ccccc4)c3=O)[C@@H]1N2)c1ccccc1 | -0.2
C[C@H]1CN([C@@H](C)CO)S(=O)(=O)c2ccc(C3=CCCCC3)cc2O[C@H]1CN(C)Cc1ccccc1F | -1.3
C[C@H](CO)N1C[C@H](C)[C@H](CN(C)C(=O)N[C@H](C)c2ccccc2)OCc2ccccc2-c2ccccc2C1=O | -1.4
COCC(=O)N(C)C[C@@H]1Oc2ncc(-c3ccc(C)cc3)cc2C(=O)N([C@@H](C)CO)C[C@@H]1C | -0.1
O=c1n(-c2ccccc2)c(=O)n2n1CC(COc1ccccc1)=C1[C@@H](c3ccccc3)OB(O)C[C@@H]12 | -1.1
CCCN1C[C@@H](C)[C@@H](OC)CN(C)C(=O)c2ccc(NC(=O)Nc3c(C)noc3C)cc2OC[C@H]1C | -0.8
O=C(CN1CCOCC1)N1CCCCN2[C@H](CO)[C@H](c3ccc(-c4ccccc4F)cc3)[C@H]2C1 | 1.2

Reformatted with tabs: entries from further up.
Structure	TcdB inh
CC(C)C#Cc1ccc([C@H]2[C@@H](C#N)N(C(=O)C3CCC3)[C@H]2CO)cc1	0.7
COc1ccccc1CNC(=O)C[C@H]1C=C[C@@H](NC(=O)CC2CC2)[C@@H](CO)O1	0.3
NCC[C@H]1CC[C@H](NC(=O)NC2CCCCC2)[C@H](CO)O1	0.3
CO[C@@H]1CN(C)C(=O)c2ccc(NS(C)(=O)=O)cc2OC[C@@H](C)N(CC2CC2)C[C@@H]1C	-0.3
C[C@@H]1CCCCO[C@H](CN(C)C(=O)C2CCCCC2)[C@@H](C)CN([C@@H](C)CO)C(=O)c2cc(NC(=O)Cc3ccccc3)ccc2O1	0.6
C[C@H](NC(=O)[C@H]1[C@H](CO)[C@H]2Cn3c(ccc(/C=C/c4ccccc4)c3=O)[C@@H]1N2)c1ccccc1	-0.2
C[C@H]1CN([C@@H](C)CO)S(=O)(=O)c2ccc(C3=CCCCC3)cc2O[C@H]1CN(C)Cc1ccccc1F	-1.3
C[C@H](CO)N1C[C@H](C)[C@H](CN(C)C(=O)N[C@H](C)c2ccccc2)OCc2ccccc2-c2ccccc2C1=O	-1.4
COCC(=O)N(C)C[C@@H]1Oc2ncc(-c3ccc(C)cc3)cc2C(=O)N([C@@H](C)CO)C[C@@H]1C	-0.1
O=c1n(-c2ccccc2)c(=O)n2n1CC(COc1ccccc1)=C1[C@@H](c3ccccc3)OB(O)C[C@@H]12	-1.1
CCCN1C[C@@H](C)[C@@H](OC)CN(C)C(=O)c2ccc(NC(=O)Nc3c(C)noc3C)cc2OC[C@H]1C	-0.8
O=C(CN1CCOCC1)N1CCCCN2[C@H](CO)[C@H](c3ccc(-c4ccccc4F)cc3)[C@H]2C1	1.2

Additional records.
SMILES | TcdB inh
COCC(=O)N1C[C@@H](C)[C@@H](OC)CN(C)C(=O)c2ccc(NC(=O)c3ccc(F)cc3)cc2OC[C@H]1C | -0.1
CN(C)CC#Cc1ccc([C@H]2[C@H]3CN(C(=O)c4ccccc4)CC(=O)N3[C@H]2CO)cc1 | -0.3
C[C@@H]1CN([C@@H](C)CO)C(=O)c2ccccc2-c2ccccc2CO[C@H]1CN(C)C(=O)[C@H](C)c1ccccc1 | 0.5
C[C@@H]1CN([C@@H](C)CO)C(=O)Cc2cc(NS(=O)(=O)c3ccc(F)cc3)ccc2O[C@@H]1CN(C)Cc1ccc(Oc2ccccc2)cc1 | 0.5
Cc1ccccc1S(=O)(=O)N1C[C@@H](O)COC[C@H]2O[C@@H](CC(=O)N3CCOCC3)CC[C@@H]21 | -0.3
COc1ccc(S(=O)(=O)N(C)C[C@@H]2Oc3ccc(NC(=O)C4CCCCC4)cc3CC(=O)N([C@H](C)CO)C[C@@H]2C)cc1 | 0.7
